ALOX12 inh = ALOX12 (human) lipoxygenase inhibition; hit rate 1.1% among 580,000; P18054; Potency, µM (top dose mostly 108 µM), for the others: at the top dose activity change, negative = inhibition, hits mostly inhibitors; purified 12hLO, xylenol orange hydroperoxide absorbance; note: % is set by controls: 0 for no effect and ±100 for the full control effect
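Purified human 12hLO at 150 nM in 25 mM Hepes, 0.01% Triton X-100, pH 7.0, preincubated 15 min at room temperature with compound. Reaction started with 40 uM arachidonic acid, 30 min at room temperature. Hydroperoxide measured by Fe-xylenol orange, 573/405 nm absorbance ratio.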
Pin1 inh = inhibitors of human Pin1; Q13526; Pin1 FP peptide displacement, HiFluor488, 10 min; Potency, µM (titrated, usually from 115 µM), without a hit: top-dose activity, negative = inhibition, most hits filed as inhibitors; hit rate 0.009% among 390,000; AID 504891; active = well fitted inhibition curve with a large enough effect in the polarisation, with a control signal flat, not every such curve was filed as active; inconclusive = small, poorly fitted or top-dose-only effect, or effect the other way, or a change in a side signal; inactive = no such curve, though single readings can be large or run the other way; the % refers to the polarisation; note: % is set by controls: 0 for no effect and ±100 for the full control effect
Target sequence (Q13526 whole entry, looked up): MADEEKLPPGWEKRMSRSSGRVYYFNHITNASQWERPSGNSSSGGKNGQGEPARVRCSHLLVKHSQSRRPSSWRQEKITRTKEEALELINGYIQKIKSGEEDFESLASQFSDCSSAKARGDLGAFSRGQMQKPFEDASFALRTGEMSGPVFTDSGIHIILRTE
GLS inh = glutaminase GLS (human) inhibition. GLS enzymatic activity, qHTS titration. Potency, µM (doses to about 45.5 µM), for inactives: at the top dose activity change, negative = inhibition, hits mostly inhibitors. hit rate 0.21% among 410,000; note: % is set by controls: 0 for no effect and ±100 for the full control effect
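Compounds were pin-transferred onto hKGA, after which L-glutamine (1 mM solution) and a detection mix of glutamate oxidase, HRP and Amplex Red were added. Initial and 30 min RT fluorescence reads were collected.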
PGK inhibitor = inhibitors of T. brucei phosphoglycerate kinase; hit rate 0.043% among 380,000; P07378; AID 602233; PGK/GAPDH coupled, Kinase-Glo luminescence, 60 min; Potency, µM (top dose mostly 57.5 µM), inactives show top-dose activity change, negative = inhibition, actives largely listed as inhibitors; note: % is set by controls: 0 for no effect and ±100 for the full control effect; nearly all actives have a fitted effect of over 60% in size
Target sequence (P07378 whole entry, looked up): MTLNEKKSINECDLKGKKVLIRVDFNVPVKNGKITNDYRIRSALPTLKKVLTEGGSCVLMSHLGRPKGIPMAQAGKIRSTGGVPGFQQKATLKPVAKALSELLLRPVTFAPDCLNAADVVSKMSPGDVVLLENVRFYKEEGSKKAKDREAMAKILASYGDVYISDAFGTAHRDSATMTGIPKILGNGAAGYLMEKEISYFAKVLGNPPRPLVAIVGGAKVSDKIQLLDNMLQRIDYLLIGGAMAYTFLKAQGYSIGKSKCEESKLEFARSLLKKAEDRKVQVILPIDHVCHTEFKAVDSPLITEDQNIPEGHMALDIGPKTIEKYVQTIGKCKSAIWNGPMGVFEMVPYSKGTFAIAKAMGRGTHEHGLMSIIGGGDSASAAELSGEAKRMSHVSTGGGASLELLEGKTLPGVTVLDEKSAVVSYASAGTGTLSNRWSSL
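Recombinant glycosomal PGK reaction used 1,3-bisphosphoglycerate generated in-well by GAPDH (100nM final) in 100mM TEA pH 7.6, 5mM MgCl2, 0.01% Tween-20. After 60 minutes at room temperature, ATP was read by Kinase-Glo Plus luminescence end-point.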
JMJD2A Tudor inh = inhibitors of human JMJD2A Tudor domain | hit rate 4.4% among 390,000 | AlphaScreen JMJD2A-Tudor / H3K4me3 peptide binding | O75164 | Potency, µM (titrated, usually from 114 µM), without a hit: at the top dose activity change, negative = inhibition, usual class: inhibitors; note: % is set by controls: 0 for no effect and ±100 for the full control effect; nearly all actives have a fitted effect of over 50% in size
TrxR1 inh = rat TrxR1 inhibition; hit rate 1% among 390,000; O89049; Potency, µM (top dose mostly 114 µM), for the others: at the highest dose activity change, negative = inhibition, usual class: inhibitors; recombinant rTrxR1, NADPH fluorescence consumption, selenite substrate; note: % is set by controls: 0 for no effect and ±100 for the full control effect; nearly all actives have a fitted effect of over 65% in size
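Rat TrxR1 (90 nM in the dispensed reagent) was pre-reduced with 400 uM NADPH for 5 min at room temperature, then incubated with compound for 15 min. After 400 uM selenite was added, NADPH fluorescence (Ex 340/Em 450 nm) was followed for 8 min.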
HP1b binding inh = inhibitors of HP1-beta chromodomain binding to methylated histone tails; Potency, µM (top dose mostly 114 µM), for the others: at the top dose activity change, negative = inhibition, most hits filed as inhibitors; P83916; AlphaScreen HP1-beta / biotin-H3K9me3 peptide binding; hit rate 0.56% among 390,000; note: nearly all actives have a fitted effect of over 70% in size; inactives centre near 23
Target sequence (P83916 whole entry, looked up): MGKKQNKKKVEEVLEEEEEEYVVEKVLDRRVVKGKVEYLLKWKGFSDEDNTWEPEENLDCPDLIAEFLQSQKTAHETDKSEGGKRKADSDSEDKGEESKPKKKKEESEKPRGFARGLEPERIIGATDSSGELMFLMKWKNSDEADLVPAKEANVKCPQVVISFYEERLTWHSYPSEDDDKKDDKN
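Compound inhibition of the preformed complex between 50 nM HP1-beta and 50 nM biotinylated H3K9me3 peptide was read by AlphaScreen. Buffer was PBS pH 7.4 with 0.01% Tween-20. Incubations ran 30 min at room temperature, with 10 ug/mL donor/acceptor beads.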
RGS4 inh = human RGS4 inhibition; Transcreener GDP fluorescence polarization, RGS4-accelerated GTP hydrolysis; Potency, µM (top dose mostly 114 µM), without a hit: top-dose activity change, negative = inhibition, most hits filed as inhibitors; hit rate 0.039% among 390,000; note: % is set by controls: 0 for no effect and ±100 for the full control effect; nearly all actives have a fitted effect of over 75% in size; some results filed as inactive show a strong effect at the top dose
Target sequence (P49798 whole entry, looked up): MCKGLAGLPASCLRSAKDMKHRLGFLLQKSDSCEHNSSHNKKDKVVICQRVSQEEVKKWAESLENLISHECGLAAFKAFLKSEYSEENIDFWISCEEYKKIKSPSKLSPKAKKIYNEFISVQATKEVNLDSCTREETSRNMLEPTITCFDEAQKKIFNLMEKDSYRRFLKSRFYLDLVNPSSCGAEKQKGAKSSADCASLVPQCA
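MLSMR compounds (23 nl, pin-transferred) preincubated 10 min at room temperature with a 500nM (2x) first reagent, then RGS4 at 900nM (2x) plus Transcreener GDP mix added; fluorescence polarization (620/688 nm) read before and after 90 min at 30 °C.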
ERG Ets-DNA blk = inhibitors of human ERG Ets domain-DNA interaction; P11308; fluorescence polarization, His-ERG Ets domain / labelled DNA; Potency, µM (doses to about 76.9 µM), inactives show top-dose FP activity, negative = inhibition, usual class: inhibitors; hit rate 0.028% among 370,000; AID 624246; active = well fitted inhibition curve with a large enough effect in the polarisation, with a control signal flat; inconclusive = small, poorly fitted or top-dose-only effect, or effect the other way, or a change in a side signal; inactive = no such curve, though single readings can be large or run the other way; the % refers to the polarisation;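 note: polarization taken with two DNA probes labelled with fluorescein and Texas red; % of control where 0% means no effect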
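His-tagged ERG Ets domain (1 uM in the protein solution; 300mM KCl, 50mM Tris-HCl, 1mM EDTA, 1mM DTT, pH 7.5) received compound, then a probe mix of 5 nM fluorescein-DNA and 100nM Texas-615-DNA. Fluorescence polarization was read for both dyes.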
The depositor's hits bear a star; i = inactive; ? = inconclusive; nt = not tested or not shown; [ ] = dose if it differs, or a comment. Unless noted, calls come from the whole dose curve; as a rule, active = well fitted curve in the direction sought with a large enough effect; inconclusive = small, poorly fitted or top-dose-only effect, or another doubt; inactive = no such curve, though single readings can be large; an effect the other way counts as inactive or inconclusive. Potency is the fitted concentration of half-maximal effect. These rows are one share of the data; count on the stated rates, not on these rows.

SMILES | ALOX12 inh | Pin1 inh | GLS inh | PGK inhibitor | JMJD2A Tudor inh | TrxR1 inh | HP1b binding inh | RGS4 inh | ERG Ets-DNA blk
COc1ccc2cc(/C=N/O)c(Cl)nc2c1 | -6.5% | 12.7% | 7.0% | -5.6% | -12.8% | 7.2%[57.1 µM] | 15.3% | 0.4% | -3.6%
CC1(C)Oc2ccc(NC(=O)C3COc4ccccc4O3)cc2O1 (stereo not given) | 8.0% | -8.1% | -2.3% | i | -11.8% | 30.0%[activator] | 2.2% | -4.2% | -6.4%
O=C(COc1ccccc1Cl)NCC(c1cccs1)N1CCOCC1 (stereo not given) | 13.4% | -11.4% | 0.8% | -0.2% | -17.0% | 13.4% | 1.2% | -10.4% | 3.2%
CN(C(=O)COC(=O)C12CC3CC(CC(Cl)(C3)C1)C2)c1ccccc1 | -4.4% | 4.0% | -4.6% | -4.4% | 16.4% | 5.5%[57.1 µM] | 63.6%[activator] | -8.1% | 3.9%
CCc1ccccc1NC(=O)COC(=O)C1C2CC3OC(=O)C1C3C2 (stereo not given) | -34.7% | -7.5% | -10.3% | -4.2% | -6.2% | 14.5% | 26.1% | -1.7% | 12.4%
CCN(CC)S(=O)(=O)c1ccc2c(c1)N(CC(=O)N1CCN(c3cccc(OC)c3)CC1)C(=O)CO2 | -4.5% | 1.9% | 1.6% | -12.0% | -7.1% | 19.2%[57.1 µM] | 48.8%[activator] | -27.6% | 5.4%
CCOC(=O)c1sc(N2N=C(C)C(N=Nc3cccc(C)c3)C2=O)nc1C (stereo not given) | 2.4% | ? | -2.3% | 2.0% | -25.7%[11.4 µM] | -18.7% | -0.8% | 15.3%[11.4 µM] | 7.7%
CCCCn1c(N)c(N(CC(C)C)C(=O)c2cc(S(=O)(=O)N3CCCCC3)ccc2C)c(=O)[nH]c1=O | -22.9% | -0.6% | -2.8% | 13.4% | -4.1% | 8.3% | 4.7% | -9.3% | 1.0%
Cc1ccc(S(=O)(=O)NCCC(=O)NC2CCCCC2C)cc1 (stereo not given) | -4.0% | 0.2% | 0.8% | -2.3% | -14.8% | 17.2% | 35.6% | 26.2% | 8.8%
CC(C)COC(=O)Nc1nnc(Cc2ccccc2)s1 | -6.9% | 3.2% | -3.5% | -5.9% | 17.8µM* | 23.0%[57.1 µM] | -3.9% | ? | -4.3%
Nc1cc(CN2C(=O)c3ccccc3C2=O)cc(Cl)c1O | -35.7% | 0.5% | 28.7% | -0.4% | ? | -0.1% | 25.9% | -25.2% | nt
O=C(CC1CCCCC1)NCCOc1ccccc1 | 7.5% | 2.1% | ? | -3.2% | 50.1µM* | -8.5%[57.1 µM] | 16.6% | ? | 5.1%
CCCCc1nnc(NC(=O)c2ccccc2OCc2c(C)noc2C)s1 | -4.6% | -5.8% | -5.5% | 1.9% | 0.0% | 4.6% | 29.5% | -24.9% | -6.5%
CCC1(C)Cc2c(sc3nc(NC)n(C)c(=O)c23)CO1 (stereo not given) | ? | -3.8% | 0.9% | 12.7% | ? | -24.0% | 31.4% | -12.4% | -4.9%
O=C(C1CC(=O)N(c2ccc(F)cc2)C1)N1CCN(c2ccccc2)CC1 (stereo not given) | 3.4% | ? | -3.4% | 3.1% | -26.9% | 3.9% | -10.2%[57 µM] | ? | -5.7%
Cc1ccc(CNC(=O)CN2C(=O)COc3ccc(S(=O)(=O)N4CCCCC4)cc32)o1 | 1.8% | -2.6% | -2.8% | -3.8% | -23.5% | ? | 22.8% | 4.5% | -6.5%
O=C(CCCc1nc(-c2ccccc2Cl)no1)N1CCOCC1 | -19.1% | 2.4% | -6.3% | -0.9% | -1.0% | 23.2% | 37.9% | -6.4% | 6.0%
COc1cccc(/C=N/NC(=O)c2[nH]c(C)c(C(=O)N/N=C/c3cccc(OC)c3)c2C)c1 | -4.1% | 25.8% | -10.1% | -8.3% | -7.9% | ? | 11.3% | 1.2% | -7.0%
COc1ccc(C(=O)NC(C(=O)NCc2ccccc2OC)C(C)C)cc1 (stereo not given) | -9.6% | -3.0% | -0.8% | 2.3% | -0.3% | 11.5% | 45.9%[activator] | -1.5% | 0.3%
C=CCN1C(c2ccc(Br)cc2)=CS/C1=C(\C#N)c1nnc(N2CCOCC2)n1-c1ccccc1 | 39.8µM* | ? | 8.2% | 9.7% | ? | -7.1% | -15.1% | -4.4% | 9.1%
O=C(NCc1ccco1)C1CCCN(c2ncnc3c2nc2n3CCCCC2)C1 (stereo not given) | -1.5% | -0.3% | -7.7% | 1.5% | -4.1% | 25.5% | 36.2% | -17.9% | 13.8%
COc1cc(CNC(C)C23CC4CC(CC(C4)C2)C3)ccc1OCC(=O)NC(C)(C)C (stereo not given) | 4.0% | -3.4% | 1.0% | 8.8% | -20.3% | -0.4% | 9.5% | 1.5% | 1.1%
O=C(O)Cn1ccc2ccccc21 | 35.2% | -0.8% | -10.0% | -1.6% | -16.4% | 21.7% | 32.5% | -3.7% | -4.4%
O=C(NCc1cccc(C(F)(F)F)c1)C1CC(c2c(Cl)cccc2Cl)=NO1 (stereo not given) | 16.3% | 9.1% | -1.2% | -3.7% | -10.7% | 43.0%[activator] | 61.3%[activator] | 1.7% | 4.8%
COc1ccccc1-c1cc(C(=O)Nc2cc(C)nn2-c2ccccc2)no1 | -27.5% | ? | -2.8% | -9.0% | -26.5% | 11.1% | 46.3%[activator] | ? | -3.2%
CCCCOc1ccc(C(=O)N2CCCC2C(=O)O)cc1 (stereo not given) | ? | -4.7% | 0.5% | i | 0.8% | -1.5% | 27.9% | 11.9% | -2.9%
Cc1csc(CN(C)C(=O)c2cn(Cc3cccc4ccccc34)nn2)n1 | 128.0%[activator] | 0.0% | -5.2% | -4.3% | -16.0% | -9.3% | 21.6% | -14.8% | -10.8%
CC(C)NCC(O)(c1ccc(Cl)cc1)c1ccc(Cl)cc1 | -6.0% | -3.8% | -4.6% | 16.2% | -4.2% | 14.2% | 33.3% | -16.0% | -2.7%
CCCCCn1c2nc3ccccc3nc2c2c(=O)n(CC(C)C)cnc21 | nt | -5.9% | 1.5% | -11.3% | 8.2% | 16.2% | 48.3%[activator] | -13.6% | -10.7%
COc1ccc(N2CCN(C(CNC(=O)c3ccc4c(c3)OCO4)c3ccco3)CC2)cc1 (stereo not given) | -8.3% | -2.7% | 4.0% | i | -18.6% | 14.1% | -19.8% | -20.2% | 11.2%
CC(C)N(CC#CCC(O)(c1ccccc1)c1ccccc1)C(C)C | 4.9% | 0.0% | 13.1% | 13.0% | -16.6% | -1.8% | 4.7% | -0.1% | nt
O=C(N=C1SC2CS(=O)(=O)CC2N1c1ccccc1)C1CC1 (stereo not given) | 2.6% | 0.7% | -4.3% | -11.7% | 19.5% | 7.0% | 42.8%[activator] | -44.1% | -5.6%
COC(=O)CCN(C(=O)c1cc(OC)c(OC)c(OC)c1)c1ccccn1 | -7.0% | 4.0% | -4.0% | 3.8% | -10.5% | 6.9% | 25.9% | -14.2% | nt
Cc1ccc2c(c1)cc(CN(Cc1ccco1)S(=O)(=O)c1ccccc1)c1nnnn12 | ? | 3.3% | -5.5% | 0.2% | -10.1% | 22.8% | 34.9% | -17.3% | -8.1%
Cc1ccc(NC(=O)c2cn(-c3cccc(C)n3)cn2)cc1 | 30.7% | 0.1% | -5.7% | -8.9% | 1.4% | 12.7%[57.1 µM] | 24.2% | 3.3% | -2.1%
COc1cc2[nH]c(=S)n(Cc3cccs3)c(=O)c2cc1OC | 3.5% | 2.1% | -5.5% | i | -7.0% | 12.3%[57.1 µM] | 44.4%[activator] | -0.6% | -6.5%
O=C(COC(=O)c1ccc2c(c1)OCCO2)NC1CCCCC1 | 6.3% | -1.6% | 11.6% | i | -15.8% | 2.0% | 19.5% | 12.3% | -6.7%
COc1ccc(NC(=O)Cn2c(=O)n(-c3ccc(OC)cc3OC)c(=O)c3c(C)c(C)sc32)cc1 | -7.1% | 16.2% | -8.6% | -5.6% | -8.3% | -9.1% | 31.7% | -14.2% | nt
CN1CCCN(C(=O)CNC(=O)c2ccccc2Br)CC1 | 187.9%[activator] | 0.7% | -3.4% | -1.8% | -9.4% | -3.8% | 28.9% | -15.4% | -2.4%
Cc1ccccc1C(=O)c1c[nH]c(C(=O)NCCCn2ccnc2)c1 | 6.7% | -0.7% | -8.9% | i | -18.5%[11.4 µM] | 24.6%[57.1 µM] | 39.1%[activator] | -4.7%[11.4 µM] | 18.0%

Pulled by compound from the list above, four records:
SMILES | ALOX12 inh | Pin1 inh | GLS inh | PGK inhibitor | JMJD2A Tudor inh | TrxR1 inh | HP1b binding inh | RGS4 inh | ERG Ets-DNA blk
CC(C)N(CC#CCC(O)(c1ccccc1)c1ccccc1)C(C)C | 4.9% | 0.0% | 13.1% | 13.0% | -16.6% | -1.8% | 4.7% | -0.1% | nt
COC(=O)CCN(C(=O)c1cc(OC)c(OC)c(OC)c1)c1ccccn1 | -7.0% | 4.0% | -4.0% | 3.8% | -10.5% | 6.9% | 25.9% | -14.2% | nt
COc1ccccc1-c1cc(C(=O)Nc2cc(C)nn2-c2ccccc2)no1 | -27.5% | ? | -2.8% | -9.0% | -26.5% | 11.1% | 46.3%[activator] | ? | -3.2%
COc1ccc(N2CCN(C(CNC(=O)c3ccc4c(c3)OCO4)c3ccco3)CC2)cc1 (stereo not given) | -8.3% | -2.7% | 4.0% | i | -18.6% | 14.1% | -19.8% | -20.2% | 11.2%

Screening results as filed in PubChem.
